From PubChem
tuberculosis growth – growth inhibition of non-replicating M. tuberculosis (AID 488890); Mycobacterium tuberculosis non-replicating, growth inhibition; higher % means a stronger effect; 320,000 tested, 0.39% active; one-dose inhibition, % at 25 µM; IC50 in µM for titrated hits; in the data active = a potency from the dose series; inconclusive = inhibition mostly from about 82% at the one dose, without a potency; inactive = the rest, 99 in 100 with inhibition below about 76%;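 also: plate controls were DMSO cells for no effect and high antibiotic wells for full effect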
Salmonella PhoP GFP – PhoP regulon inhibitors, Salmonella typhi PhoP promoter GFP reporter, confirmatory (AID 1850). Salmonella Typhi PhoP-promoter GFP reporter, fluorescence, 4 h; higher % means a stronger effect. inhibition, % at 50 µM; hits with a dose series show IC50 in µM. 310,000 tested, 0.33% active; in the data active = a potency from the dose series; inconclusive = inhibition mostly from about 25% at the one dose, without a potency; inactive = the rest, 99 in 100 with inhibition below about 19%;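 also: 0% = induced wells with vehicle and 100% = uninduced wells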
inhibitors of VEEV – inhibitors of VEEV TC-83 cytopathic effect, confirmation, Vero cells (AID 588727); Vero cells, VEEV TC-83 cytopathic effect inhibition; higher % means a stronger effect; inhibition, % at 20 µM, or IC50 in µM where a hit was titrated; 350,000 tested, 0.13% active; in the data active = a potency from the dose series; inconclusive = inhibition mostly from about 14% at the one dose, without a potency; inactive = the rest, 99 in 100 with inhibition below about 12%; also: strong numbers were not always called active
M. tuberculosis HTS – M. tuberculosis growth inhibition, HTS (AID 449762); M. tuberculosis H37Rv growth inhibition, 7H9 media; higher % means a stronger effect; inhibition, % at 25 µM; hits with a dose series show IC50 in µM; 330,000 tested, 0.59% active; in the data active = a potency from the dose series; inconclusive = inhibition above about 70% without an active follow-up result;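 also: bacterial growth assessed after seven days of incubation; strong numbers were not always called active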
influenza NS1A – NS1A inhibition, H1N1 influenza, cell based functional assay (AID 504329). NS1A functional cell-based assay, percent inhibition; higher % means a stronger effect. inhibition, % at 12.5 µM, or IC50 in µM where a hit was titrated. 340,000 tested, 0.3% active; in the data active = a potency from the dose series; inconclusive = inhibition above about 27% without an active follow-up result; also: strong numbers were not always called active
* marks the source's active call; other numbers are inactive results; i = inactive; ? = inconclusive; / = no result given.

SMILES | tuberculosis growth | Salmonella PhoP GFP | inhibitors of VEEV | M. tuberculosis HTS | influenza NS1A
CCOc1ccc(CCNC(=O)Cn2nc(C)c3c(C)n(-c4ccccc4)nc3c2=O)cc1OCC | -3% | 1% | i | 1% | -6%
O=C(N/N=C/c1ccc(OC(=O)c2ccco2)cc1)c1ccncc1 | / | -10% | i | ? | -6%
Cc1cc(OCC(O)CN2CCOCC2)cc(C)c1Cl (stereo not given) | -10% | 2% | 0.8% | 1% | -5%
Cc1nn(CCCC(=O)NCc2ccc(F)cc2)c(C)c1[N+](=O)[O-] | -4% | -5% | i | 2% | -7%
CC(CC(=O)N1CCN(S(=O)(=O)c2ccccc2)CC1)n1cncn1 (stereo not given) | -9% | 2% | 1.5% | -6% | -1%
CCC1(c2ccccc2)NC(=O)N(CC(=O)Nc2cc(S(=O)(=O)N3CCOCC3)ccc2OC(C)C)C1=O (stereo not given) | 18% | 2% | 10% | 5% | -2%
COc1ccc(NC(=O)c2ccc(OCc3c(C)noc3C)c(OC)c2)cn1 | 0% | 7% | 3.1% | -7% | 12%
COC(=O)[C@H](Cc1ccccc1)NC(=O)[C@@]1(C)C[C@@H]1[C@@H](NC(=O)OCc1ccccc1)c1ccccc1 | 15% | -3% | 6.1% | 9% | -16%
CCS(=O)(=O)c1ccc2oc(Nc3ccccc3C)nc2c1 | 9% | -5% | 7.1% | 1% | -20%
COc1cc([C@H]2c3[nH]c4ccccc4c3C[C@H]3C(=O)N4[C@@H](c5cc(OC)c(OC)c(OC)c5)c5[nH]c6ccccc6c5C[C@H]4C(=O)N23)cc(OC)c1OC | -3% | -2% | ? | -3% | -15%
Cc1cccn2c(=O)c3cc(C#N)c(=N)n(Cc4cccnc4)c3nc12 | / | / | 0.4% | / | 4%
O=C(NNC(=O)C12CC3CC(CC(C3)C1)C2)[C@@H]1C[C@H]1c1ccccc1 | 16% | 2% | 1.1% | 10% | -7%
CCc1nc(SCc2ccc(F)cc2)[nH]c(=O)c1C#N | 64% | -10% | 0.3% | 0% | -1%
O=C(NCCc1ccc(O)c(O)c1)C1COc2ccccc2O1 (stereo not given) | -8% | -4% | 1.4% | 6% | -6%
Cc1ccc(CN2CCN(Cc3cccn3-c3ccc(Cl)cn3)CC2CCO)o1 (stereo not given) | -3% | -5% | 1.6% | -2% | -4%
O=C(O/N=C1/CCSc2ccccc21)c1ccccc1 | 66% | -1% | 1.4% | ? | 9%
CCn1c2ccccc2c2nnc(SCC(=O)N3CC(C)OC(C)C3)nc21 (stereo not given) | 5% | 9% | 0.1% | 3% | -1%
CC(=O)n1nc(-c2ccco2)nc1N | -10% | -2% | 1.9% | -4% | -4%
COc1ccccc1C(=O)Nc1ccnn1C1CCN(Cc2ncc[nH]2)CC1 | 0% | -1% | 2.4% | 8% | 1%
Cc1noc(C)c1S(=O)(=O)Nc1ccc(C(=O)NCc2ccccc2)cc1 | 6% | -15% | 2.4% | 2% | -1%
Cc1cccc(NC(=O)c2ccc(S(=O)(=O)N3CCCCC3C)cc2)n1 (stereo not given) | 18% | 5% | 0.3% | 9% | 3%
COc1ccccc1-c1cnn2c(NC3CCCC3)cc(C)nc12 | 30% | -5% | 1.1% | 23% | -22%
COC(=O)C1C(=O)C2=C(CC1C)NC(C)=C(C(=O)OC1CCCC1)C2c1ccc(N(C)C)cc1 (stereo not given) | 31% | 5% | i | -1% | -16%
Cc1cccc(OCC(=O)N2CCN(C(=O)CCC3CCCC3)CC2)c1 | 25% | -8% | 0.3% | -2% | 6%
CCC(O)(CC)C(=O)NN(C(=O)Nc1csc2c1CCCC2)c1ccccc1 | -11% | -5% | 2.1% | 3% | -6%
Cc1cc(/C=C2\SC(=O)N(C)C2=O)c(C)n1-c1cccc(C(=O)O)c1 | 13% | -12% | 2.5% | -5% | 6%
O/N=C/c1cc2ccccc2n1Cc1ccccc1F | -5% | 2% | 1.0% | 1% | -8%
CCc1ccc2nc(N3C(=O)c4oc5ccccc5c(=O)c4C3c3ccc(OC)c(OC)c3)sc2c1 (stereo not given) | -11% | 2% | / | 7% | /
Cc1ccc(C(=O)NC(=S)Nc2cc(-c3nc4ccccc4s3)ccc2C)cc1 | 2% | -13% | i | 4% | 6%
COCCCn1c(SCC(=O)Nc2ccccc2)nnc1-c1ccncc1 | 10% | 0% | i | -3% | 16%
COc1ccc(CNC(=O)CN(C(=O)CCC(=O)Nc2nccs2)c2ccc3c(c2)OCO3)cc1 | 4% | 10% | 0.2% | -5% | 7%
CCN(CC(=O)Nc1ccc(NC(C)=O)cc1)C(=O)C1CC(=O)N(Cc2ccc(C)cc2)C1 (stereo not given) | 9% | -9% | i | -3% | 11%
O=C(CCNS(=O)(=O)c1ccccc1C(F)(F)F)NCCCSc1ccccc1 | 18% | -6% | 1.3% | -20% | -7%
Cc1ccc(NC(=O)CCCCCC2NC(=O)NC2C)cc1 (stereo not given) | 8% | -2% | 1.6% | -5% | 1.1µM*
COc1ccc(OC)c(NC(=O)CCCNC(=O)c2ccc(Cl)cc2)c1 | -9% | -4% | 1.5% | -3% | -2%
Cc1ccc(CSc2nnc(-c3ccc4c(c3)OCO4)o2)cc1 | 79% | 8% | 3.2% | 65% | -11%
CC1(C)C(c2ccc(Cl)cc2)=[N+]([O-])C2(CCCC/C2=N\O)N1O (stereo not given) | 11% | 4% | 1.8% | 1% | 1%
Cc1cccc(-c2noc(-c3ccccc3C(=O)NCc3ccco3)n2)c1 | 31% | -3% | 9.6% | -2% | 0%
Cc1nnc(SCC(=O)NC2CCCCC2)n1C1CCCCC1 | -8% | -4% | 1.6% | -5% | 1%
Fc1ccc(C(CNC(=S)NC2CCCCC2)N2CCOCC2)cc1 (stereo not given) | -8% | 1% | 0.4% | -1% | 8%

Structures above with an NH in an aromatic ring:
SMILES | tuberculosis growth | Salmonella PhoP GFP | inhibitors of VEEV | M. tuberculosis HTS | influenza NS1A
COc1cc([C@H]2c3[nH]c4ccccc4c3C[C@H]3C(=O)N4[C@@H](c5cc(OC)c(OC)c(OC)c5)c5[nH]c6ccccc6c5C[C@H]4C(=O)N23)cc(OC)c1OC | -3% | -2% | ? | -3% | -15%
CCc1nc(SCc2ccc(F)cc2)[nH]c(=O)c1C#N | 64% | -10% | 0.3% | 0% | -1%
COc1ccccc1C(=O)Nc1ccnn1C1CCN(Cc2ncc[nH]2)CC1 | 0% | -1% | 2.4% | 8% | 1%

(next part)
SMILES | tuberculosis growth | Salmonella PhoP GFP | inhibitors of VEEV | M. tuberculosis HTS | influenza NS1A
O=C(O)/C=C/C(=O)Nc1ccc2c(c1)C(=O)c1ccccc1C2=O | 7% | -4% | 1.6% | -19% | -14%
Cn1/c(=N/N=C/c2ccc(Cl)c([N+](=O)[O-])c2)sc2ccccc21 | -10% | -6% | 1.1% | -5% | 15%
COc1ccccc1C(=O)COC(=O)CNS(=O)(=O)c1ccc(NC(C)=O)cc1 | 12% | 3% | 1.5% | 0% | -5%
CC(C)(C)NC(=O)NC(=O)CN1CCN(c2ccccc2)CC1 | 18% | -11% | 1.6% | 2% | -2%
NS(=O)(=O)c1ccc(CCNC(=O)Cc2ccc(S(=O)(=O)N3CCOCC3)s2)cc1 | -8% | -2% | 5.8% | 5% | -4%
CC(=O)Cn1c(CN2CC(C)CC(C)C2)nc2c1c(=O)n(C)c(=O)n2C (stereo not given) | -13% | -13% | 0.5% | -9% | -9%
Cc1ccc(SCC(=O)OC(C)C(=O)Nc2ccc(S(N)(=O)=O)cc2)cc1C (stereo not given) | -1% | 0% | 6.8% | 3% | -3%
Cc1cc(C(F)F)n2nc(C(=O)NCc3ccccc3F)nc2n1 | -5% | 10% | i | -7% | -2%
O=C(NCC(=O)N1CCCCCCC1)c1cccc([N+](=O)[O-])c1 | 2% | / | 1.1% | -10% | -1%
O=C(COc1ccc(S(=O)(=O)Nc2ccccc2)cc1)NCc1ccccn1 | -5% | -6% | 2.3% | 4% | -4%

Entries listed so far with a Cl atom (5):
SMILES | tuberculosis growth | Salmonella PhoP GFP | inhibitors of VEEV | M. tuberculosis HTS | influenza NS1A
Cc1cc(OCC(O)CN2CCOCC2)cc(C)c1Cl (stereo not given) | -10% | 2% | 0.8% | 1% | -5%
Cc1ccc(CN2CCN(Cc3cccn3-c3ccc(Cl)cn3)CC2CCO)o1 (stereo not given) | -3% | -5% | 1.6% | -2% | -4%
COc1ccc(OC)c(NC(=O)CCCNC(=O)c2ccc(Cl)cc2)c1 | -9% | -4% | 1.5% | -3% | -2%
CC1(C)C(c2ccc(Cl)cc2)=[N+]([O-])C2(CCCC/C2=N\O)N1O (stereo not given) | 11% | 4% | 1.8% | 1% | 1%
Cn1/c(=N/N=C/c2ccc(Cl)c([N+](=O)[O-])c2)sc2ccccc21 | -10% | -6% | 1.1% | -5% | 15%

(further entries)
SMILES | tuberculosis growth | Salmonella PhoP GFP | inhibitors of VEEV | M. tuberculosis HTS | influenza NS1A
O=C(Cc1ccccc1)Nc1ccc2oc(-c3ccncc3)nc2c1 | 4% | 5% | 5.4% | 1% | -13%
COc1ccc(C)cc1NC(=O)CCNS(=O)(=O)c1cccc(C(F)(F)F)c1 | 18% | 7% | 0.1% | 2% | -5%
Cc1cc(OC(F)F)ccc1NC(=O)Nc1ccc([N+](=O)[O-])cc1 | ? | -4% | i | 17% | 2%
Cn1c(=O)c([N+](=O)[O-])c(NCC(O)c2ccccc2)c2ccccc21 (stereo not given) | 16% | 14% | 5.6% | -3% | -2%
Cc1ccc(-c2cc(Cc3ccc(F)cc3)c(=O)[nH]n2)cc1 | 22% | 1% | 2.5% | 9% | /
O=C(Nc1ccncc1)c1cc(F)cc(F)c1 | -9% | -2% | 0.1% | -1% | -14%
c1ccc(-c2cn3c(n2)CCC3)cc1 | -6% | 5% | 0.8% | -1% | -5%
O=C(NCc1ccccc1)c1nc[nH]c1C(=O)N1CCN(c2ccccc2)CC1 | 61% | / | 7.6% | 2% | -12%
Nc1[nH]n(-c2ccccc2)c(=O)c1N=Nc1ccccc1 | -14% | 4% | 3.0% | 3% | 21%
CC1CCCCN1C(=O)CN(C)S(=O)(=O)c1cccc2nsnc12 (stereo not given) | 3% | 0% | 3.0% | 1% | 3%
CCCCC(=O)N1C/C=C\C(c2ccc(OC)cc2)N(Cc2ccc(F)cc2)C(=O)[C@H]1Cc1ccccc1 (stereo not given in full) | 21% | 6% | i | 1% | 7%
Cc1ccc(C(C(=O)NC2CCCCC2)N2CCCC2)cc1 (stereo not given) | -8% | 6% | 0.2% | -3% | 16%
NC(=O)COc1ccc(/C=N\NC(=O)c2ccc(-c3ccccc3)cc2)cc1 | 1% | -14% | 0.2% | 4% | -1%
COc1ccc(/C=C2\CCc3ccccc3C2=O)cc1OC | 28% | -5% | i | ? | 7%
O=C(O)c1cccc(NC(=S)NC(=O)c2ccc3ccccc3c2)c1 | 29% | -3% | i | 9% | -8%
Cn1c(CC(=O)Nc2ccc(Cl)c(Cl)c2)nnc1SCC(=O)Nc1nccs1 | -10% | -1% | i | 3% | 5%
CC(/C=N/NC(=O)Cc1cccs1)=C\c1ccco1 | 61% | 1% | 0.9% | ? | 4%
Clc1ccccc1CSc1cnnc2ccccc12 | / | / | 11% | / | -6%
O=C(NCCCN1CCC(Cc2ccccc2)CC1)C1CC(=O)N(C2CCCCCC2)C1 (stereo not given) | 26% | 5% | i | -4% | -3%
Cc1ccc(NC(=O)CNCc2ccc(Cl)cc2Cl)cc1S(=O)(=O)N(C)C | 11% | 8% | i | 3% | 2%
O=C(CCS(=O)(=O)c1ccccc1)N(CCCN1CCOCC1)c1nc2ccccc2s1 | ? | 15% | ? | 54% | -8%
Cc1ccc(OCCC(=O)OCC(=O)NCCc2ccc(Cl)cc2)cc1 | 64% | -1% | 0.3% | 4% | -10%
O=C(CN1CCCCC1)c1ccccc1Cl | 8% | 3% | 1.7% | -4% | -7%
CCOc1cc(C(=O)NCC2CCCO2)cc(OCC)c1OCC (stereo not given) | -1% | -2% | i | -2% | -15%
CC#Cc1cc2c(cc1O)CCC1C2CCC2(C)C(O)CCC12 (stereo not given) | / | / | 7.7% | / | -3%
COc1ccc(C(=O)c2sc(NC(C)C)nc2N)cc1OC | 13% | 1% | 10% | -4% | 2%
Cc1ccc(C23OCCN2CCn2nc4ccccc4c23)cc1 (stereo not given) | -17% | / | 0.6% | -10% | -3%
CCCCNc1ccc(C(CC(N)=O)NC(=O)c2ccccc2)cc1[N+](=O)[O-] (stereo not given) | -2% | -13% | 0.1% | 2% | 3%
COC(=O)C1=C(c2cccc(Cl)c2)C[C@@H]2CC[C@H]1N2C(=O)N1CCCC1 | 1% | / | i | -4% | 0%
N#Cc1ccccc1S(=O)(=O)N1CCN(C(=O)CCNS(=O)(=O)c2ccc(Cl)cc2)CC1 | / | / | 4.3% | / | -11%
